PABP1 MLLE inh: blocks PAM2 peptide binding to the PABP1 MLLE domain; actives 0.36% (n = 360,000); P11940; inhibition, % at 20 µM; GST-MLLE / FITC-PAM2 fluorescence polarization; in the data active = inhibition above about 35%, passing the limit was not always enough;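 also: plate controls were DMSO wells with GST-MLLE for no effect and wells lacking GST-MLLE protein for full effect; some results filed as inactive read as strong as hits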
MT1-MMP act inh: MT1-MMP (human) activation inhibition | actives 0.061% (n = 360,000) | AID 651647 | GFP/RFP ratio change, % at 20 µM | P50281 | HT1080 RFP-PRO-GFP cells, GFP/RFP ratio fluorescence, overnight; percent of plate control window, DMSO zero;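 active = GFP/RFP ratio change of at least 30% with cell ATP level not reduced by more than half and red fluorescence within 50% of control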; also: strong numbers were not always called active
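Compound: 20 µM single dose, 1% DMSO / System: HT1080 RFP-PRO-GFP cells / Controls: DMSO and RFP-L50D-GFP cell wells / Read-out basis: GFP/RFP fluorescence ratio / Schedule: overnight compound exposure at 37 °C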
CSN deneddyl inh: blocks human CSN-mediated cullin deneddylation; Q92905; Purified CSN, SCF-Nedd8-OG deneddylation, fluorescence polarization; inhibition, % at 12.5 µM; actives 0.38% (n = 360,000); AID 651999;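 active = pattern-corrected inhibition above about 35%, with an unprinted fluorescence ratio check between 0.5 and 1.5, limit read from the data, passing the limit was not always enough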;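 also: 0% = enzyme with substrate and 100% = substrate without enzyme; some results filed as inactive read as strong as hits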
Target sequence (Q92905 whole entry, looked up, one chain of several): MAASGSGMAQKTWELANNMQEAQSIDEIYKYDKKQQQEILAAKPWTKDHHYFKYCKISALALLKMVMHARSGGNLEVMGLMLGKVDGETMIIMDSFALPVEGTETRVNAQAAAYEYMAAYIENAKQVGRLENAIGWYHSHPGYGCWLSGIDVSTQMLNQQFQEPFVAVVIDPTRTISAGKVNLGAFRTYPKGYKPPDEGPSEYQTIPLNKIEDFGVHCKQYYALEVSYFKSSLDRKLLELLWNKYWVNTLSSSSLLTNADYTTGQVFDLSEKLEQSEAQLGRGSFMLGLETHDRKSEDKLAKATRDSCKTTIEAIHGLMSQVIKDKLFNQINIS
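Assay system: HEK293T-derived human Csn5 enzyme; quantity: 0.24 nM enzyme; medium: Tris/NaCl/DTT buffer, pH 7.5; also added: substrate SCFSkp2-Nedd8OG, 10 nM; doses: 12.5 µM compound; schedule: 90 min reaction at room temperature; signal: FP; read-out: % inhibition of substrate cleavage by Csn5; benchmarks: substrate-only high control, full reaction low control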
eLon inh: inhibits E. coli Lon protease | P0A9M0 | purified E. coli Lon protease, fluorescence polarization | inhibition, % at 7.94 µM | actives 0.42% (n = 360,000) | AID 602123; in the data active = inhibition above about 13%, passing the limit was not always enough;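 also: 0% = enzyme with probe and DMSO and 100% = no enzyme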
Target sequence (P0A9M0 whole entry, looked up): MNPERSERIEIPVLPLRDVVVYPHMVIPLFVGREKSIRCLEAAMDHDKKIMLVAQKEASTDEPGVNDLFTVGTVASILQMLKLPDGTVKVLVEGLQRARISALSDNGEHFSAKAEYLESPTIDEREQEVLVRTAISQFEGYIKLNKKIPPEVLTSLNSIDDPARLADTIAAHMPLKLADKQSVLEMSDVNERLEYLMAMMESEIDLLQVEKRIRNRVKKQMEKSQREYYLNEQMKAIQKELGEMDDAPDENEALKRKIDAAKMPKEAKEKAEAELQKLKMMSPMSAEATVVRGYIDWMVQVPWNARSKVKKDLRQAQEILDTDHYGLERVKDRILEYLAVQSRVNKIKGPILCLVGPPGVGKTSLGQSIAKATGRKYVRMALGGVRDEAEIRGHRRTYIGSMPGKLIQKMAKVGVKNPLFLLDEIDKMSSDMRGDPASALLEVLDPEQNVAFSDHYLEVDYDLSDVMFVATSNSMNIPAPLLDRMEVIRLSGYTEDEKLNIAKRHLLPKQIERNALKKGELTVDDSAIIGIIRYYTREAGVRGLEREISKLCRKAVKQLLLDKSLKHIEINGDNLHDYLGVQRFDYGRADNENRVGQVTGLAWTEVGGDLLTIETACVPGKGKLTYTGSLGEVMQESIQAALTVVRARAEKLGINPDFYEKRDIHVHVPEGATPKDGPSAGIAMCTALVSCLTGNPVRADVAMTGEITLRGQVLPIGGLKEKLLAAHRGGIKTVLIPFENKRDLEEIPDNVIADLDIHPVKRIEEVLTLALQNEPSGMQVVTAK
Rpn11 block: blocks the human proteasome subunit Rpn11; human 26S proteasome, Ub4-pepOG fluorescence polarization; 20S core pre-blocked with epoxomicin; AID 588493; actives 0.59% (n = 360,000); calls only at 20 µM;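 active = inhibition at 20 µM, scaled to each plate's controls, above about 33%, limit read from the data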
MsrA inhibitor: inhibitors of bovine MsrA | inhibition, % at 15.5 µM | purified bovine MsrA, absorbance read-out | AID 651718 | actives 0.75% (n = 360,000); in the data active = inhibition above about 4.5%;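 also: 0% = vehicle wells with enzyme and 100% = reference inhibitor wells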
FAS TE block: FAS thioesterase (human) inhibition. recombinant FAS-TE, OMFH fluorogenic substrate, fluorescence endpoint. P49327. actives 0.67% (n = 360,000). AID 602261. inhibition, % at 15 µM;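 active = compounds whose normalised, plate-corrected inhibition of enzyme fluorescence in the single-dose primary screen is 50% or more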;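 also: 0% = DMSO with enzyme and 100% = substrate without enzyme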
MsrA act: activates bovine MsrA enzyme | purified bovine MsrA, absorbance read-out | activation, % at 10.6 µM | actives 0.3% (n = 360,000); in the data active = activation above about 7.5%;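 also: 0% = vehicle and 100% = reference activator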
Rin1-Abl PPI inh: blocks binding of human Rin1 to Abl; P00519+Q13671; TR-FRET Rin1/Abl binding, biochemical; inhibition, % at 7.35 µM; actives 0.4% (n = 360,000); in the data active = inhibition above about 5%, passing the limit was not always enough
* = called active by the depositor; i = inactive; nt = not tested or not shown.

#1 Brc1ccc2c(c1)[C@H]1OCC[C@H]1[C@@H](c1cccs1)N2
#2 N#Cc1c(-c2ccco2)cc(-c2ccccc2)[nH]c1=O
#3 COc1ccc(-c2nnc(SCC(=O)NNC(=O)c3ccc(C)cc3)o2)cc1
#4 O=C(COC(=O)COc1cccc(C(F)(F)F)c1)NC(=O)NC1CCCCC1
#5 COc1cc(C(=O)Nc2ccccc2SCc2cc(=O)n3nc(C)sc3n2)cc(OC)c1OC
#6 Cc1oc2c(CN3CCCCC3C)c(O)ccc2c(=O)c1-c1ccc(Br)cc1 (configuration not stated)

entry no.	1	2	3	4	5	6
MT1-MMP act inh	-8	-5	3	0	-9	-9
FAS TE block	16	-35	-12	-2	-3	-1
PABP1 MLLE inh	4	-104	8	0	-3	18
MsrA inhibitor	-1.0	1.3	-1.4	1.6	0.7	1.3
Rpn11 block	i	i	i	i	i	i
CSN deneddyl inh	0	10	-10	-9	-4	2
Rin1-Abl PPI inh	-5	-3	4	0	3	2
eLon inh	0	-8	-1	1	0	8
MsrA act	-3	-7	-2	-4	-4	-3

#7 CSc1ccccc1C(=O)N1CCN(S(=O)(=O)c2sc(C(=O)O)c(C)c2C(=O)O)CC1
#8 CCCc1[nH]nc2c1C(Cc1ccccc1)C(C#N)=C(N)O2 (configuration not stated)
#9 COc1ccc(S(=O)(=O)Cc2ccc(C(=O)NCCc3ccc(S(N)(=O)=O)cc3)o2)cc1
#10 CCc1cc2c(=O)c(-c3nc4ccccc4n3C)c(C)oc2c(CN2CCCCC2)c1O
#11 CC(C)(C)NC(=O)C(c1cccs1)N(Cc1cccs1)C(=O)c1csnn1 (configuration not stated)
#12 Cc1c(C(=O)N/N=C/c2cccnc2)sc(N)c1C#N

entry no.	7	8	9	10	11	12
MT1-MMP act inh	-5	-6	11	2	-3	-6
FAS TE block	-8	0	2	-3	4	-6
PABP1 MLLE inh	31	2	8	-1	2	-31
MsrA inhibitor	1.3	0.7	-1.0	4.2	-0.2	4.7*
Rpn11 block	i	i	i	i	i	i
CSN deneddyl inh	-1	6	0	-5	2	2
Rin1-Abl PPI inh	2	-2	-3	-3	-1	-5
eLon inh	7	2	4	6	1	-22
MsrA act	-2	-5	1	-2	-1	-3

#13 COc1ccc(C(=O)N(C)Cc2ccccc2F)cc1S(=O)(=O)N1CCCC1
#14 COc1ccc(-n2c(=S)[nH]c3cc(C(=O)NCc4cccnc4)ccc3c2=O)c(OC)c1
#15 CCSc1nc2c([nH]c3ccccc32)c(=O)n1C
#16 CCOC(=O)c1ccc(S(=O)(=O)NNC(=O)Cc2csc(C)n2)cc1
#17 CC1CCC2(CC1)NC(=O)N(CC(=O)NCCc1ccccc1)C2=O (configuration not stated)
#18 COc1ccccc1C=Cc1ccnc2ccccc12

entry no.	13	14	15	16	17	18
MT1-MMP act inh	-1	1	0	1	nt	1
FAS TE block	2	-6	-4	-5	-2	4
PABP1 MLLE inh	5	28	-21	5	-1	-10
MsrA inhibitor	-1.0	-0.3	0.3	-0.6	0.2	-0.6
Rpn11 block	i	i	i	i	i	i
CSN deneddyl inh	-1	4	9	3	2	4
Rin1-Abl PPI inh	2	1	-1	1	1	-3
eLon inh	5	-11	5	-3	-13	-4
MsrA act	-1	0	0	-4	-11	-5

#19 O=C(Nc1cccc(Cl)c1)c1ccc(F)c(S(=O)(=O)N2CCN(c3ccccn3)CC2)c1
#20 COc1ccc(C2C/C(=N\O)C(C)(C)O2)cc1 (configuration not stated)
#21 Cc1ccc(C(=O)NCC(c2ccco2)N2CCOCC2)cc1 (configuration not stated)
#22 CC(=O)N1CCC2(CC1)C(C#N)=C(N)OC1=C2C(=O)CC(C)(C)C1
#23 O=C(Nc1ccccc1)c1csc(-c2ccccc2)n1
#24 CCc1cc(=O)oc2cc(OCC(=O)N3CCC(C(N)=O)CC3)ccc12

entry no.	19	20	21	22	23	24
MT1-MMP act inh	-12	5	-4	12	0	4
FAS TE block	28	-3	-8	-8	36	-2
PABP1 MLLE inh	-1	2	-4	4	6	-6
MsrA inhibitor	-0.6	-0.3	0.0	0.4	-0.7	0.9
Rpn11 block	i	i	i	i	i	i
CSN deneddyl inh	3	-5	-1	-2	1	-2
Rin1-Abl PPI inh	0	-4	2	-2	4	-4
eLon inh	-3	-8	-4	-1	-17	5
MsrA act	-2	-4	-2	1	-5	-1

#25 CCCCCC(=O)N1C[C@H](n2cc(C3CC3)nn2)[C@@H](O)C[C@@H]1c1ccccc1
#26 CCCn1nnnc1NCc1ccccc1C
#27 NC(=O)Nc1n[nH]c(-c2ccccc2)n1
#28 O=C(Cn1nnc(-c2ccccc2)n1)N/N=C/c1cc([N+](=O)[O-])c(Cl)cc1Cl
#29 Cc1onc(-c2c(F)cccc2Cl)c1C(=O)NCCN1CCNC1=O
#30 CCOC(=O)CN1C(=O)C(Sc2n[nH]c(-c3cccc(C)c3)n2)CCc2ccccc21 (configuration not stated)

entry no.	25	26	27	28	29	30
MT1-MMP act inh	4	2	1	8	4	-2
FAS TE block	-9	-5	-5	17	-8	1
PABP1 MLLE inh	-15	-12	-14	17	8	-16
MsrA inhibitor	1.4	0.2	0.9	-0.7	0.0	1.2
Rpn11 block	i	i	i	i	i	i
CSN deneddyl inh	6	5	-2	-4	-2	0
Rin1-Abl PPI inh	-3	1	-2	0	-2	-2
eLon inh	-10	-6	2	0	-2	8
MsrA act	-6	0	3	-13	4	-1

#31 CCc1nnc(NC(=O)c2cc(-c3ccccc3)nn2-c2ccccc2)s1
#32 CCCSc1nnc(NC(=O)c2nc(SC)ncc2Cl)s1
#33 CCn1c(CNC(=O)c2ccco2)nnc1SCC(=O)Nc1ccccc1Cl
#34 Cc1ccc(-n2c3nc(=O)n(C)c(=O)c-3cc3ccccc32)cc1
#35 Cc1ccc(NC(=O)CSc2nnc(NC(=O)C(C)C)s2)c(C)c1
#36 Cc1ccc(S(=O)(=O)NN/C(=N/S(=O)(=O)c2ccccc2)c2ccccc2)cc1

entry no.	31	32	33	34	35	36
MT1-MMP act inh	3	18	1	2	0	-3
FAS TE block	2	-6	-6	-4	-3	1
PABP1 MLLE inh	-10	9	-6	-78	-2	1
MsrA inhibitor	0.0	2.0	0.4	1.0	-1.1	0.9
Rpn11 block	i	i	i	i	i	i
CSN deneddyl inh	0	-1	-3	0	4	-5
Rin1-Abl PPI inh	-3	2	-1	-5	-4	-2
eLon inh	1	0	-7	-6	-1	8
MsrA act	-2	1	-2	-2	-3	-3

#37 S=C(Nc1ccccc1)Nn1cnnc1
#38 CC(C)(C)c1cc(C(=O)NC2CC2)n(Cc2ccc(F)cc2)n1
#39 N#C/C(=C\Nc1ccc2cn[nH]c2c1)c1nc(-c2ccc(Cl)cc2)cs1
#40 COc1cccc(NC(=O)C2CCCN(S(=O)(=O)c3cccc4nonc34)C2)c1 (configuration not stated)
#41 O=C(CC1CC2CCC1C2)N1CCN(S(=O)(=O)c2ccccc2C(F)(F)F)CC1 (configuration not stated)
#42 C=CCOC(=O)C1=C(C)NC(=O)NC1/C=C/c1ccccc1 (configuration not stated)

entry no.	37	38	39	40	41	42
MT1-MMP act inh	-1	8	-85	-4	5	2
FAS TE block	-6	1	-13	-7	19	1
PABP1 MLLE inh	20	11	-23	3	-13	-5
MsrA inhibitor	-1.0	0.8	1.0	0.1	0.7	0.0
Rpn11 block	i	i	i	i	i	i
CSN deneddyl inh	-12	2	15	-1	6	1
Rin1-Abl PPI inh	1	1	0	2	5	-1
eLon inh	4	3	-3	-7	-1	-2
MsrA act	-7	-7	-2	-9	-5	0

#43 COCCCNC(=O)c1cccc2c(-c3ccnn3C)coc12
#44 CCOC(=O)c1oc2cccc(OCC(O)CNC(C)C)c2c1C (configuration not stated)
#45 O=C(Nc1ccc(OC(F)(F)F)cc1)C1=NCCN1
#46 O=C(CSc1nc2ccccc2nc1N1CCCCC1)N1CCN(c2ccccc2)CC1
#47 CN(CC(=O)Nc1ccccc1Br)C(=O)CNC(=O)c1ccco1
#48 O=C(CCCOc1ccc(Cl)cc1Cl)NN1CCOCC1

entry no.	43	44	45	46	47	48
MT1-MMP act inh	3	1	8	-2	2	6
FAS TE block	0	-9	-20	17	-4	-8
PABP1 MLLE inh	0	12	4	-15	-1	1
MsrA inhibitor	-1.6	1.2	0.6	1.2	1.2	-1.1
Rpn11 block	i	i	i	i	i	i
CSN deneddyl inh	4	-8	-7	5	4	0
Rin1-Abl PPI inh	2	-1	4	1	0	-1
eLon inh	-11	3	3	-8	-9	-2
MsrA act	-3	-5	-5	-2	-2	-5

#49 COc1ccccc1CNC(=O)c1cccc(C)c1[N+](=O)[O-]
#50 COC(=O)CSc1nc2cc(C)cc(C)c2cc1C#N
#51 CCOC(=O)C(Cc1ccccc1)C(=O)c1ccco1 (configuration not stated)
#52 O=C(CSc1nnc(-c2ccccn2)n1-c1ccc(Cl)cc1)Nc1ccc2c(c1)OCO2
#53 O=C(c1ccccc1)c1cn[nH]c1-c1ccccc1O
#54 COc1ccccc1NC(=O)N(C)C[C@@H]1OCc2cnnn2CCCC(=O)N([C@@H](C)CO)C[C@H]1C

entry no.	49	50	51	52	53	54
MT1-MMP act inh	-1	-33	2	-5	4	3
FAS TE block	-9	12	-8	-2	-32	-6
PABP1 MLLE inh	8	-1	-12	-84	3	11
MsrA inhibitor	-0.3	-1.2	-0.6	1.1	0.1	1.5
Rpn11 block	i	i	i	i	i	i
CSN deneddyl inh	-4	2	-5	0	-1	7
Rin1-Abl PPI inh	0	-5	5	-5	3	-4
eLon inh	1	3	-12	3	3	1
MsrA act	0	-1	-2	2	1	-1

One compound at a time (already shown). Screens in order: MT1-MMP act inh, FAS TE block, PABP1 MLLE inh, MsrA inhibitor, Rpn11 block, CSN deneddyl inh, Rin1-Abl PPI inh, eLon inh, MsrA act
`O=C(CSc1nnc(-c2ccccn2)n1-c1ccc(Cl)cc1)Nc1ccc2c(c1)OCO2` in the list: -5, -2, -84, 1.1, i, 0, -5, 3, 2
`COc1ccccc1CNC(=O)c1cccc(C)c1[N+](=O)[O-]` in the list: -1, -9, 8, -0.3, i, -4, 0, 1, 0
`COc1ccccc1NC(=O)N(C)C[C@@H]1OCc2cnnn2CCCC(=O)N([C@@H](C)CO)C[C@H]1C` in the list: 3, -6, 11, 1.5, i, 7, -4, 1, -1
`O=C(c1ccccc1)c1cn[nH]c1-c1ccccc1O` in the list: 4, -32, 3, 0.1, i, -1, 3, 3, 1

The list continues.
#55 O=C1CC(c2ccccc2)N1c1ccccc1 (configuration not stated)
#56 O=C(COC(=O)c1cccc(S(=O)(=O)N2CCc3ccccc32)c1)NCc1ccco1
#57 Cc1[nH]n(-c2ccc(Cl)c(Cl)c2)c(=O)c1CCO
#58 CC1CCCN(S(=O)(=O)c2cccc3nonc23)C1 (configuration not stated)
#59 CCOC(=O)C1=NN(C(=O)c2ccccc2)C(O)(c2ccc(C)cc2)C1 (configuration not stated)

entry no.	55	56	57	58	59
MT1-MMP act inh	-8	4	3	-1	-16
FAS TE block	-6	15	16	0	18
PABP1 MLLE inh	3	1	8	-4	0
MsrA inhibitor	-0.7	-0.3	-0.6	0.1	0.3
Rpn11 block	i	i	i	i	i
CSN deneddyl inh	-2	-3	4	-5	-1
Rin1-Abl PPI inh	4	1	-1	-1	2
eLon inh	-13	6	-5	1	-71
MsrA act	-3	-2	-14	-3	-2

Entries listed so far shown as hits in MsrA inhibitor:
| No. | structure | MT1-MMP act inh | PABP1 MLLE inh | MsrA inhibitor | Rpn11 block | CSN deneddyl inh | Rin1-Abl PPI inh | eLon inh | MsrA act |
| --- | --- | --- | --- | --- | --- | --- | --- | --- | --- |
| 12 | Cc1c(C(=O)N/N=C/c2cccnc2)sc(N)c1C#N | -6 | -31 | 4.7* | i | 2 | -5 | -22 | -3 |

From PubChem BioAssay
